Screening results as filed in PubChem BioAssay.
MITF TRPM1 HTS: activators of MITF-driven TRPM1 promoter reporter, primary screen, cell-based, SK-MEL-5, luciferase, single point | SK-MEL-5 TRPM1-promoter luciferase, 24 h; % of positive control, neutral wells = 0 | activation, % at 12.5 µM | 300,000 compounds, 0.75% hits | AID 588334, 2011;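 active = mean activation of at least 80% with every replicate also reaching 80%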;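 note: 0% = neutral control wells and 100% = parthenolide positive control wells; values of inactives mirror those of a sister screen read the other way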
CAL PDZ FP-1: CAL PDZ peptide-binding inhibitors, primary screen, biochemical, fluorescence polarization, Cer-tagged CAL PDZ, HTS; Golgi-associated PDZ and coiled-coil motif-containing protein (Homo sapiens), Q9HD26; purified CAL PDZ, TMR-peptide fluorescence polarization, 1 h; inhibition, % at 20 µM; 330,000 compounds, 0.02% hits; AID 504414, 2011;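 active = highest replicate inhibition of at least 40%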;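 note: plate controls were DMSO neutral control wells for no effect and unlabeled competitor peptide control wells for full effect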
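System: purified tagged CAL PDZ domain construct (CerCALP). Schedule: 1 h incubation at room temperature before polarization reading. Medium: 25 mM sodium phosphate pH 7.4, 150 mM NaCl, TCEP, IgG, Thesit. Read-out: percent inhibition from loss of millipolarization. Measured by: FP readout, S and P plane fluorescence. Probe or stimulus: fluorescent TMR peptide probe.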
E coli growth: E. coli V3065 growth inhibition, primary screen, counter-screen for AddAB inhibitor project, absorbance, OD600; 18 h; 330,000 compounds, 0.27% hits; inhibition, % at 11.9 µM;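 active = inhibition above the campaign's mean inhibition across all tested compounds plus 3 SD, cut at about 9.9% in these data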;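 note: uninfected addAB+ strain grown without phage in ampicillin broth; 0% = DMSO wells and 100% = ciprofloxacin 0.95 µg/ml wells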
phage Ecoli inh: growth loss of phage-infected E. coli, primary screen, RecBCD inhibitor project, absorbance, with phage, HTS. inhibition, % at 11.9 µM. 360,000 compounds, 0.26% hits. AID 651602, 2012; in the data active = inhibition above about 11%
Tat export inh: E. coli Tat export inhibitors, primary screen, MC4100, TorA-mCherry reporter, fluorescence, single point; inhibition, % at 10 µM; 340,000 compounds, 0.036% hits; AID 488895, 2010;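 active = mean replicate inhibition at least 50% and at least half of replicates individually reaching 50%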;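 note: exported cargo escapes ClpAP degradation while cytoplasmic cargo is degraded and loses fluorescence; 0% = median of neutral control wells and 100% = median of NaSCN control wells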
Wnt bcat act: Wnt/beta-catenin pathway activators, primary screen, cell-based, plate reader, single point. 300,000 compounds, 1.2% hits. AID 743398, 2014. activation, % at 9.35 µM. Wnt/beta-catenin reporter cell assay, activator; in the data active = activation above about 30%, passing the limit was not always enough;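 note: 0% = neutral control wells and 100% = positive control wells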
SR-BI uptake up: activators of SR-BI mediated DiI-HDL uptake, primary screen, ldlA[mSR-BI] CHO cells, DiI fluorescence; 3 h; 100 = double the neutral-control signal; activation, % at 12.5 µM; 320,000 compounds, 0.096% hits; AID 504775, 2011;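 active = mean replicate activation of at least 60% and every replicate at or above 60%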;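 note: 0% = median plate neutral-control signal and 100% = twice that signal; values of inactives mirror those of a sister screen read the other way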
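Material – SR-BI-overexpressing, LDLR-lacking CHO cells · Medium – BSA-supplemented, HEPES-buffered Ham's F12, pH 7.4 · Doses – single concentration · Times – compound with DiI-HDL co-incubation, 3 h at 37 °C · Measured by – bottom-read fluorescence, 550/595 nm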
AddAB inh: growth inhibition of E. coli expressing H. pylori AddAB, primary screen, AddAB inhibitor project, absorbance; inhibition, % at 11.9 µM; 330,000 compounds, 0.29% hits; AID 435030, 2010; in the data active = inhibition above about 12%;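 note: 0% = vehicle wells of infected cells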
CAL PDZ FP-2: untagged CAL PDZ binding inhibitors, primary screen, biochemical, fluorescence polarization, HTS; Golgi-associated PDZ and coiled-coil motif-containing protein (Homo sapiens), Q9HD26; purified CAL PDZ, TMR-peptide fluorescence polarization, 1 h; inhibition, % at 24.9 µM; 300,000 compounds, 0.92% hits; AID 602252, 2012;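 active = mean inhibition of at least 30% with at least half of replicates also reaching 30%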;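 note: 0% = DMSO neutral control and 100% = excess unlabeled competitor peptide PRC23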
SR-BI HDL uptake: inhibitors of SR-BI mediated HDL lipid uptake, primary screen, ldlA[mSR-BI] cells, fluorescence, single point | ldlA[mSR-BI] CHO cells, DiI-HDL uptake fluorescence, 3 h | inhibition, % at 12.5 µM | 320,000 compounds, 0.96% hits | Scavenger receptor class B member 1 (Mus musculus), Q61009;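 active = mean replicate inhibition of at least 70% and a set share of replicates each scoring 70 or more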;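 note: 0% = median of neutral control wells and 100% = median of positive control wells; values of inactives mirror those of a sister screen read the other way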
Target sequence (Q61009 whole entry, looked up): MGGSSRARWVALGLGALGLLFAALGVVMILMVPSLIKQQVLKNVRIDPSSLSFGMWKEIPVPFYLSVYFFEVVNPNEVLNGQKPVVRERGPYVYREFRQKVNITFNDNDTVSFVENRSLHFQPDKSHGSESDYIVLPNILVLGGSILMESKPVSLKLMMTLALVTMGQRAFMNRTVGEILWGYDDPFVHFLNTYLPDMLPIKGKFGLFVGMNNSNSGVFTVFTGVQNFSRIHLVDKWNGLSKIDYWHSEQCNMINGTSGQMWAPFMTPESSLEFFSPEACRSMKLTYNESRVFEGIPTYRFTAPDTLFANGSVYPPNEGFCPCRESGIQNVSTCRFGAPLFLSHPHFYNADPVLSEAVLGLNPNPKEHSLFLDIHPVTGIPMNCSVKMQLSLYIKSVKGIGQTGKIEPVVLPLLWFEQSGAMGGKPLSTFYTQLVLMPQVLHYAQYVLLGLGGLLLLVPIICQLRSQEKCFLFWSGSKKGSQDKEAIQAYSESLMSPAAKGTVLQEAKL
Active calls of the source: *; · = no result given.

item	SMILES	SR-BI uptake up	phage Ecoli inh	CAL PDZ FP-2	CAL PDZ FP-1	Tat export inh
1	O=S(=O)(/N=C(/NS(=O)(=O)c1ccccc1)c1ccccc1)c1ccccc1	6	1.6	3	-0.5	-3
2	COc1ccc(C(CNC(=O)COc2ccc(Cl)cc2C)N2CCCCC2)cc1 (centres undefined)	-7	3.3	·	-0.2	-3
3	C/C(Cn1nc([N+](=O)[O-])cc1C)=N\NC(=O)COc1ccccc1[N+](=O)[O-]	12	4.9	0	-1.4	-6
4	Cc1ccc(/C=C/C(=O)N2CCN(S(=O)(=O)c3c(C)c(C)cc(C)c3C)CC2)o1	7	1.7	-2	-0.5	11
5	COc1ccccc1NC(=O)c1sc2nc(Cc3ccccc3)cc(C(F)(F)F)c2c1N	-47	·	-3	·	-6
6	Fc1ccc2[nH]c3c(N4CCN(c5ccccc5)CC4)ncnc3c2c1	-46	5.1	-6	-0.4	4
7	CC1(C)N=C(N)N=C(N)N1c1ccc(F)cc1F	22	0.6	-1	-0.4	-7
8	Cc1ccc(NC=C(S(=O)(=O)c2ccccc2)S(=O)(=O)c2ccccc2)cc1	-16	4.5	-7	-2.7	-4
9	COc1ccc(O)c(C(=O)c2cnc3c(c2)c(C)nn3C)c1	·	1.2	·	-0.9	-6
10	S=C1NCN(Cc2cccnc2)CN1Cc1ccccc1	2	2.7	-2	-0.1	4
11	Cc1ccc2nc(-c3ccncc3)[nH]c2c1	6	-1.0	6	-0.6	-12
12	Cc1cc(NC(=O)C(C)SCC(=O)N(Cc2ccccc2)c2ccccc2)no1 (centres undefined)	3	3.7	-1	-1.7	0

item	MITF TRPM1 HTS	Wnt bcat act	E coli growth	AddAB inh	SR-BI HDL uptake
1	-6	0	-1.2	-0.3	-6
2	5	1	-0.1	0.8	7
3	-4	-2	0.8	3.6	-12
4	-3	-12	-0.2	1.0	-7
5	4	-3	0.2	1.1	47
6	-31	·	0.1	3.3	46
7	13	·	1.1	3.6	-22
8	-2	·	0.8	0.8	16
9	4	-3	-0.3	0.5	·
10	·	-2	1.1	2.9	-2
11	·	19	0.7	3.1	-6
12	-3	-4	-0.8	-0.2	-3

Only AddAB inh, CAL PDZ FP-2 and SR-BI uptake up (2 entries from above):
item	smiles	AddAB inh	CAL PDZ FP-2	SR-BI uptake up
2	COc1ccc(C(CNC(=O)COc2ccc(Cl)cc2C)N2CCCCC2)cc1 (centres undefined)	0.8	·	-7
3	C/C(Cn1nc([N+](=O)[O-])cc1C)=N\NC(=O)COc1ccccc1[N+](=O)[O-]	3.6	0	12

Going on with the list:
item	SMILES	SR-BI uptake up	phage Ecoli inh	CAL PDZ FP-2	CAL PDZ FP-1	Tat export inh
13	CCC(=O)NNC(=O)c1cc(COc2cc(Cl)cc(Cl)c2)on1	15	0.1	-5	0.2	12
14	CCN(CC)c1cc(Cl)c2nonc2c1N	-8	4.2	·	0.7	4
15	O=S(=O)(Nc1nc2ccccc2nc1N1CCN(CCO)CC1)c1cc(F)ccc1F	19	2.8	-3	-3.3	0
16	CCCCOC(=O)c1ccc(Nc2ccc([N+](=O)[O-])cn2)cc1	1	3.7	·	-0.7	-8
17	COc1ccccc1CNC(=O)COC(=O)c1ccc(C)s1	14	-1.0	8	0.1	-9
18	Oc1ccccc1C(Nc1nccs1)c1ccc2cccnc2c1O (centres undefined)	·	12*	-5	0.1	6
19	Cc1ccc(Nc2nc(CSc3n[nH]c(N)n3)cs2)cc1	1	2.6	0	-0.4	-12
20	COC(=O)Cc1cn(-c2ncc(C(F)(F)F)cc2Cl)c2ccccc12	-2	2.9	-3	-0.9	-5
21	Cc1ccc(-c2nn(Cc3ccccc3)cc2C(=O)N2CCN(c3ccccn3)CC2)cc1	-29	0.1	·	-0.5	3
22	COC(=O)C1C(O)=C(C=Nc2ccc3ccccc3c2)C(=O)CC1(C)C (centres undefined)	15	3.9	·	-0.8	-13
23	Cc1cc(C)c2nc(N3CCN(C)CC3)c(C#N)cc2c1	6	3.7	0	-1.8	1
24	O=C(c1ccccc1)N(Cc1ccc(F)cc1)C1CCS(=O)(=O)C1 (centres undefined)	11	3.0	-1	·	-8

item	MITF TRPM1 HTS	Wnt bcat act	E coli growth	AddAB inh	SR-BI HDL uptake
13	-3	2	1.8	5.5	-15
14	2	0	-0.7	0.9	8
15	-14	3	1.8	2.0	-19
16	-4	-1	1.5	0.8	-1
17	-1	-2	0.7	2.2	-14
18	-15	0	17*	13*	·
19	93*	43*	3.1	-0.1	-1
20	-1	1	-1.3	2.9	2
21	-16	-2	0.2	-0.4	29
22	-6	-1	-0.6	2.9	-15
23	·	2	0.0	1.6	-6
24	-6	·	0.5	2.1	-11

Other compounds follow.
item	SMILES	SR-BI uptake up	phage Ecoli inh	CAL PDZ FP-2	CAL PDZ FP-1	Tat export inh
25	CC(C(=O)Nc1sccc1C(N)=O)N1C(=O)C2CC=CCC2C1=O (centres undefined)	·	1.4	2	-1.6	5
26	COc1cccc(CN2CCN(S(=O)(=O)c3ccc(Cl)s3)CC2)c1	26	3.7	-3	0.1	3
27	COc1ccc(Oc2ncccc2[N+](=O)[O-])cc1	18	4.0	-5	-0.7	-11
28	O=C(NCc1cc(C(F)(F)F)cc(C(F)(F)F)c1)C1CC(c2ccccc2F)=NO1 (centres undefined)	2	5.1	-3	0.5	-18
29	COc1ccccc1-c1ccc(SCc2cccc(C)c2)nn1	17	3.9	-7	8.5	-2
30	O=C(NCC(=O)N1CCN(S(=O)(=O)c2ccccc2C(F)(F)F)CC1)c1sc2ccccc2c1Cl	-17	1.2	-3	-1.3	-5
31	CC(C)c1nnc(NC(=O)CN2C(=O)c3ccccc3C2=O)s1	25	1.0	0	-0.4	-6
32	NC(=O)N/N=C/c1ccccc1OC(=O)c1cc2ccccc2oc1=O	16	2.9	-12	-1.4	1
33	Cc1ccc(NC(=O)c2ccc3snnc3c2)cc1C	·	1.7	-3	-3.0	-6
34	CCOC(=O)c1nc2nc(C)c(Cl)c(=O)n2[nH]1	8	-1.4	1	0.6	-4
35	CCC(C)N(C(=O)COc1ccc(NC(C)=O)cc1)C1CCS(=O)(=O)C1 (centres undefined)	3	1.0	-2	-2.2	-9
36	O=C(c1ccncc1)N1N=C2CCCCCC2C1(O)C(F)(F)F (centres undefined)	-3	4.4	-6	0.2	-6

item	MITF TRPM1 HTS	Wnt bcat act	E coli growth	AddAB inh	SR-BI HDL uptake
25	-4	-2	0.5	1.8	·
26	-8	2	1.7	4.5	-26
27	-9	-4	-2.5	0.8	-18
28	-3	1	-1.4	2.4	-2
29	13	1	0.5	-0.1	-17
30	-8	0	2.5	1.4	17
31	-1	-2	1.0	1.7	-25
32	20	9	2.8	3.6	-16
33	64	21	-0.2	3.4	·
34	6	-3	-0.3	0.6	-8
35	-1	-1	0.5	0.6	-3
36	-16	-7	-2.0	2.0	3

Structures from the list above that contain an aryl thioether with sulfur outside any ring, in the order listed:
item	SMILES	SR-BI uptake up	phage Ecoli inh	CAL PDZ FP-2	CAL PDZ FP-1	Tat export inh
19	Cc1ccc(Nc2nc(CSc3n[nH]c(N)n3)cs2)cc1	1	2.6	0	-0.4	-12
29	COc1ccccc1-c1ccc(SCc2cccc(C)c2)nn1	17	3.9	-7	8.5	-2

item	MITF TRPM1 HTS	Wnt bcat act	E coli growth	AddAB inh	SR-BI HDL uptake
19	93*	43*	3.1	-0.1	-1
29	13	1	0.5	-0.1	-17

Other compounds follow.
item	SMILES	SR-BI uptake up	phage Ecoli inh	CAL PDZ FP-2	CAL PDZ FP-1	Tat export inh
37	CCOc1ccc(C(=O)CCC(=O)Nc2ncccc2O)cc1	-18	0.7	5	-1.9	-5
38	O=C(CN1C(=O)/C(=C\c2ccccc2Br)Oc2ccccc21)NCCCN1CCOCC1	18	-0.6	3	-2.7	0
39	COc1ccc(S(=O)(=O)N2CCC(n3cnc4ccccc43)CC2)cc1	-1	0.5	-1	-4.0	8
40	CCCCN(CC)S(=O)(=O)c1ccc(C(=O)N(CCCN(C)C)c2nc3cc(C)cc(C)c3s2)cc1	-18	4.7	-5	-2.0	22
41	COc1cc(C2C(C#N)=C(N)OC3=C2C(=O)CC(C)(C)C3)cc([N+](=O)[O-])c1O (centres undefined)	·	0.3	-2	-3.3	-4
42	C#CCNC(=O)C1=C[C@@H](C2CCCCC2)[C@H](CCCO)[C@@H](OCC)O1	7	0.8	0	-0.9	7
43	CCOc1cc(CNn2cnnc2)cc(Br)c1OCC(=O)NC1CCCCC1	12	0.7	0	-1.7	1
44	O=C(c1ccc(Br)cc1)N1CCC2(CC1)NCCc1[nH]cnc12	8	-0.1	-1	-3.1	-4
45	O=C(Cn1c(=O)oc2cc(S(=O)(=O)N3CCCCCC3)ccc21)NC1CCCCC1	25	2.8	·	-2.3	0
46	COc1ccc(C(c2nnnn2C(C)(C)C)N2CCN(c3nc4ccccc4s3)CC2)cc1 (centres undefined)	-3	1.2	-1	0.5	9
47	Cc1cc(NC(=O)CN2C(=O)NC(C)(c3ccc(OC(F)F)cc3)C2=O)no1 (centres undefined)	53	2.4	2	-1.5	1
48	O=C(NCCc1ccccc1)C1CCC(=O)N(Cc2ccc(Cl)cc2)C1 (centres undefined)	22	1.7	-9	0.5	-6

item	MITF TRPM1 HTS	Wnt bcat act	E coli growth	AddAB inh	SR-BI HDL uptake
37	23	·	-0.2	-2.2	18
38	14	2	-3.6	-0.8	-18
39	-10	-3	-0.1	4.1	1
40	-76	-11	-2.5	-3.5	18
41	-7	40*	0.3	0.3	·
42	6	2	-2.5	-1.3	-7
43	·	·	-3.5	1.9	-12
44	7	-1	0.8	0.1	-8
45	·	-3	0.1	-2.1	-25
46	0	·	·	·	3
47	-6	-4	-0.3	3.0	-53
48	3	0	2.1	2.5	-22

(continued)
item	SMILES	SR-BI uptake up	phage Ecoli inh	CAL PDZ FP-2	CAL PDZ FP-1	Tat export inh
49	CCOc1cc(S(=O)(=O)NCCc2ccc(OC)c(OC)c2)c(OCC)cc1-n1cnnn1	-10	2.0	-9	-0.4	-2
50	N#Cc1ccccc1OCc1nnc(-c2ccccc2Br)o1	·	2.3	4	-1.3	-5
51	CCCCCCNc1cc2n(c(=O)n1)CCc1cc(OC)c(OC)cc1-2	-8	1.2	·	-2.6	4
52	Clc1ccc(-c2cc(CSc3ccccc3)on2)cc1	-3	1.9	13	-0.3	-5
53	O=C(NCC1CCCO1)c1cnc(Cl)c(Cl)c1 (centres undefined)	16	1.7	-5	0.2	13

item	MITF TRPM1 HTS	Wnt bcat act	E coli growth	AddAB inh	SR-BI HDL uptake
49	2	·	0.1	3.0	10
50	159*	29	2.6	2.3	·
51	14	·	1.3	0.2	8
52	127*	-1	-1.2	5.3	3
53	1	2	0.7	-1.1	-16
